# Screening results as filed in PubChem BioAssay.
# HKDC1 inh = HKDC1 hexokinase inhibitors, primary screen, biochemical, fluorescence, uHTS | Q2TB90 | inhibition, % at 20 µM | recombinant HKDC1, G6PDH/diaphorase resazurin coupled fluorescence | hit rate 0.16% among 340,000;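 active = inhibition above about 35% when tested at 20 µM, limit read from the data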;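 also: plate controls were DMSO wells with enzyme for no effect and DMSO wells lacking enzyme for full effect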
#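 Test system: recombinant HKDC1 (HK5) hexokinase enzyme, produced in-house; Amount: enzyme 5 µg/mL final; Buffer or medium: Tris pH 8.0 buffer with MgCl2, Tween-20, BSA, BME; Reagent: glucose and ATP substrates; Doses: 20 µM test compound, 1% DMSO; Incubation: 90 min reaction incubation at room temperature, dark; Detection: resorufin fluorescence at 613 nm.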
# PfG6PD inh = PfG6PD enzyme inhibitors, primary screen, biochemical, fluorescence intensity, uHTS. glucose-6-phosphate dehydrogenase-6-phosphogluconolactonase (Plasmodium falciparum 3D7). PfGluPho enzyme, NADPH resazurin-diaphorase fluorescence. hit rate 0.78% among 350,000. inhibition, % at 20 µM;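 active = inhibition reaching at least a set limit at 20 µM in the primary screen, cut at about 59% in these data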;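 also: 0% = DMSO wells with substrate and 100% = DMSO wells lacking glucose-6-phosphate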
# SENP7 inh = SENP7 protease inhibitors, primary screen, biochemical, luminescence, uHTS; hit rate 1.5% among 330,000; AID 434973, 2010; recombinant SENP7, Z-RLRGG-aminoluciferin luminescence, 40 min; inhibition, % at 5 µM;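 active = inhibition above about 50% at the single test dose, limit read from the data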;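 also: plate controls were DMSO with enzyme for no effect and no enzyme buffer wells for full effect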
# Target sequence (Q9BQF6 706-1050 limits assumed): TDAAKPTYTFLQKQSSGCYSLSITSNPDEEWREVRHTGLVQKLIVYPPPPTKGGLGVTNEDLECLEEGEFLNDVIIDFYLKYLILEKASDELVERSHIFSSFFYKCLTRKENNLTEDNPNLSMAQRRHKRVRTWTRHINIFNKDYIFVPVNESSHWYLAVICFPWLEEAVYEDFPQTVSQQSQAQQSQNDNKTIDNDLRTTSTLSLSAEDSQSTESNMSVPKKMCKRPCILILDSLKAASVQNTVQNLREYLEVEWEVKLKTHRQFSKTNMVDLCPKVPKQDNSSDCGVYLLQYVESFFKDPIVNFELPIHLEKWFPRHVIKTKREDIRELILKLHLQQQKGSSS
# SENP8 block-1 = SENP8 protease inhibitors, primary screen, biochemical, luminescence. AID 2540, 2010. purified SENP8, Z-RLRGG-aminoluciferin cleavage. inhibition, % at 10 µM. hit rate 1.2% among 330,000. Sentrin-specific protease 8 (Homo sapiens), Q96LD8; in the data active = inhibition above about 50%
# SENP6 block = SENP6 protease inhibitors, primary screen, biochemical, luminescence, uHTS; Recombinant SENP6 catalytic domain, aminoluciferin luminescence; inhibition, % at 10 µM; hit rate 1.8% among 330,000; AID 2599, 2010;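 active = inhibition above about 50% at the single tested dose, limit read from the data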;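 also: plate controls were DMSO wells with enzyme for no effect and DMSO wells lacking enzyme for full effect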
# Target sequence (Q9GZR1 628-1112 limits assumed): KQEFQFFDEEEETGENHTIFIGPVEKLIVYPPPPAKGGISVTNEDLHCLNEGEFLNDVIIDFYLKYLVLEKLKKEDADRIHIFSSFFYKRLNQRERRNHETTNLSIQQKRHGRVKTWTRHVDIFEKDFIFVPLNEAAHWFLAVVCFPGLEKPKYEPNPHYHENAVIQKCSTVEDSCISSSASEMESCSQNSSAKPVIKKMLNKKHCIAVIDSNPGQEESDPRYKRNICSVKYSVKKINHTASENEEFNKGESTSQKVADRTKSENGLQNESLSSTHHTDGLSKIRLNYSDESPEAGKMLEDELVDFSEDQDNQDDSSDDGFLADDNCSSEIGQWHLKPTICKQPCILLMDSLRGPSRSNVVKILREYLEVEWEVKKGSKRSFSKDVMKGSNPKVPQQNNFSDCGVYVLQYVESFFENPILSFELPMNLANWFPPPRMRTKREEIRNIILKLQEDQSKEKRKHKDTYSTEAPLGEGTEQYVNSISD
# Apaf1 inhib = inhibitors of human Apaf-1 apoptosome, primary screen, biochemical, DEVD-Rh110 fluorescence, uHTS; AID 489030, 2010; inhibition, % at 20 µM; reconstituted apoptosome caspase-3 activity; Apoptotic protease-activating factor 1 (Homo sapiens), O14727; hit rate 0.71% among 330,000; active = inhibition of at least 40% at 20 µM;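 also: plate controls were DMSO wells for no effect and DEVD-CHO caspase inhibitor wells for full effect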
#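 Material: reconstituted apoptosome with Apaf-1, cytochrome c, caspase-9, procaspase-3, dATP; medium: pH 7.5 Hepes buffer with CHAPS, BSA, DTT; also added: cytochrome c and DEVD-Rh110 substrate; timing: 30 min plus 50 min, RT; signal: Rh110 fluorescence intensity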
# SENP1 FRET inh = human SENP1 catalytic domain inhibitors, primary screen, biochemical, FRET, uHTS. recombinant SENP1 catalytic domain, CyPet-SUMO1-YPet FRET cleavage. inhibition, % at 10 µM. hit rate 0.21% among 360,000;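 active = inhibition at least 30% at 10 µM, raw YFP signal under a set limit, fluorescence ratio 0.5 to 1.5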;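 also: 0% = enzyme with DMSO and 100% = no enzyme wells; some results filed as inactive read as strong as hits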
# Target sequence (Q9P0U3 419-644 limits assumed): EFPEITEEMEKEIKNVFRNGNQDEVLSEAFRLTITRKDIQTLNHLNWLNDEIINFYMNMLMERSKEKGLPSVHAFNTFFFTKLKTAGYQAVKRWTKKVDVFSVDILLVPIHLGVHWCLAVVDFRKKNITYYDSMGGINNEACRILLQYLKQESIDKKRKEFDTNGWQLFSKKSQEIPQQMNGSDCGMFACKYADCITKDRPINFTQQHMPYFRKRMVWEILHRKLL
#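 Material – human SENP1 catalytic domain · Input – SENP1 enzyme, 20 pM final · Compound dosing – single concentration of 10 µM compound, 0.5% DMSO final · Timing – enzyme reaction for 50 min at room temperature, dark · Measured by – FRET fluorescence in CFP and YFP emission channels · Control set – no-enzyme wells low, DMSO-plus-enzyme wells high control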
# SENP8 block-2 = human SENP8 protease inhibitors, primary screen, biochemical, fluorescence, Nedd8 protein substrate, uHTS. Sentrin-specific protease 8 (Homo sapiens), Q96LD8. recombinant SENP8. inhibition, % at 20 µM. hit rate 0.64% among 360,000. AID 602440, 2012; in the data active = inhibition mostly above about 40%, no sharp cut-off; inactive = mostly below about 27%
# Numbers without * were called inactive; · = no result given; & = joins results of further samples.
SMILES,HKDC1 inh,PfG6PD inh,SENP7 inh,SENP8 block-1,SENP6 block,Apaf1 inhib,SENP1 FRET inh,SENP8 block-2
O=C(NCc1ccco1)/C(=C/C=C/c1ccccc1)NC(=O)c1ccco1,1.2,-5.9,-1.1,-2.6,-4.4,-8.7,-10.5,-40.1
CCc1nnc(NC(=O)CSc2nnc(CNc3ccc(F)cc3)n2C2CCCCC2)s1,-1.4,-14.7,-10.3,-4.4,-6.3,1.4,-1.3,10.6
COc1cc(/C=C(\C#N)C(N)=O)ccc1OS(=O)(=O)c1ccc(C)cc1,7.0,21.4,1.4,-8.6,-3.3,7.0,-8.4,-9.0
COc1cccc(/C=C2\N=C(SC)SC2=O)c1OC,-2.0,5.3,4.2,0.6,11.8,4.8,3.8,-62.8
Cc1nnsc1C(=O)Nc1ccc(S(=O)(=O)N2CCCCC2)cc1,-3.4,-12.2,-15.5,-17.9,-15.6,9.1,1.3,11.1
Cc1c(C(N)=O)sc2ncn(CCOc3ccccc3)c(=O)c12,-0.6,-3.0,-8.2,1.1,-16.1,-4.0,-4.3,-10.1
CCOC(=O)C1=C(C)NC(C)=C(C(=O)OCC)C1C(=O)OCC(=O)NC(C)C,4.4&-5.2,1.0&3.1,5.0,7.3,-4.8,-7.2,-5.0&-6.5,-394.5
Cc1ccnc(SCC(=O)Nc2oc(-c3ccccc3)c(-c3ccccc3)c2C#N)n1,1.3,-13.9,-8.7,-2.7,-13.1,17.9,0.6,-52.6
O=C(OCc1cc(=O)n2cc(Br)ccc2n1)c1ccc(Cl)c(S(=O)(=O)NCc2ccccc2)c1,-2.1,3.8,-4.3,-2.2,-0.2,13.5,1.2,-254.8
COc1ccc(C(=O)OCC(=O)c2ccc(C3CCCCC3)cc2)cc1,-0.7,7.5,4.5,3.0,-0.1,11.7,0.3,18.0
COc1ccc(CN2C(=O)C(O)(CC(=O)c3ccc4c(c3)OCO4)c3ccccc32)cc1OC (stereo not drawn),3.0,0.3,6.4,7.7,5.0,-2.4,-1.6,3.2
C=CCOc1c(CNc2ncn[nH]2)cccc1OCC,-2.3,-10.0,4.6,3.4,-25.2,-8.1,4.8,21.0
CCCNC(=O)[C@@H]1CCCN1C(=O)C1CCN(S(=O)(=O)c2ccc(C)cc2)CC1,-6.5,-7.0,0.6,0.3,-10.4,-6.4,2.5,7.2
CCOC(=O)NC(=O)COC(=O)c1ccc(O)cc1,1.1,-3.1,-2.1,-11.3,-21.6,0.3,-1.5,0.7
COC(=O)[C@H](CC(C)C)NCc1cccc(CN[C@@H](CC(C)C)C(=O)OC)c1,-2.5,15.7,-9.3,4.2,-14.7,3.6,2.3,-2.0
CCOc1ccc(C(=O)OCC(=O)Nc2nc(OC)cc(OC)n2)cc1OCC,-6.0,8.2,-7.2,-12.6,-6.6,-12.1,-0.8,1.7
COC(=O)c1ccccc1NC(=O)c1cc(C)no1,-4.6,-1.1,-3.4,6.8,3.5,2.2,0.0,6.4
Cc1nn(-c2ccccc2)c(Cl)c1C(=O)Nc1ccccc1,-4.1,31.9,-4.7,-5.2,-15.7,-0.4,-5.6,2.3
Cc1ccc(-n2nnnc2CNC(=O)c2ccc([N+](=O)[O-])o2)cc1C,-0.1,31.5,4.2,4.5,6.2,8.7,0.7,18.9
CCCN(CC(=O)Nc1cc(C)on1)S(=O)(=O)c1cccc(C(F)(F)F)c1,-2.6,17.7,-9.2,2.5,6.1,-4.7,2.9,-2.9
Cc1cc([N+](=O)[O-])cnc1NC(C)c1ccccc1 (stereo not drawn),-1.5,2.9,-1.3,4.3,-13.2,1.0,-0.1,18.7
CCCS(=O)(=O)NCc1cn2c(C)csc2n1,-4.3,32.7,-5.4,3.3,-26.7,-6.5,-5.8,-2.7
O=C(Cc1cccc(NC(=O)C2CCN(C(=O)C3CCC3)CC2)c1)Nc1cccc(C(=O)N2CCCC2)c1,0.6,-9.8,-8.5,-15.0,-26.0,1.2,1.0,7.5
COc1cc(C)c(Cl)cc1S(=O)(=O)NCc1ccco1,-1.4,12.3,-1.4,-2.7,3.0,1.2,-0.8,17.7
CCn1c(SCc2nc3ccccc3c(=O)[nH]2)nc2ccccc21,-1.4,5.6,-7.3,-11.4,5.2,-4.7,1.3,2.5

# (next part)
SMILES,HKDC1 inh,PfG6PD inh,SENP7 inh,SENP8 block-1,SENP6 block,Apaf1 inhib,SENP1 FRET inh,SENP8 block-2
O=C1ON=C(c2ccccc2)/C1=C/c1ccco1,6.4,19.6,0.7,2.9,0.2,3.1,-11.6,9.6
CC(O)c1nc2ccc(C(=O)O)cc2[nH]1 (stereo not drawn),-2.6,12.9,-5.8,-1.2,-3.1,-29.2,3.6,7.4
Cc1nc2sccn2c(=O)c1S(=O)(=O)Nc1ccc(N2CCOCC2)c(Cl)c1,-3.5,6.3,3.2,-1.7,-8.4,2.1,-0.5,5.8
CCN1CCCc2cc(CN(CCN3CCOCC3)C(=S)Nc3ccccc3OC)ccc21,-5.4,6.6,1.5,7.2,7.2,-13.2,-5.7,20.8
O=C(OCC(=O)N1CCN(S(=O)(=O)c2ccc(Cl)cc2)CC1)c1cc(Br)ccc1O,1.8,-9.3,-3.2,10.3,-3.9,11.4,2.9,-53.5
CN(C)S(=O)(=O)c1ccc(Cl)c(NC(=O)COC(=O)CCSc2ccccc2)c1,-4.2,8.2,1.1,4.0,14.6,4.9,2.7,5.1
COc1ccc(/C=C/C(=O)NC(=S)NN2CCCCC2c2cccnc2)cc1 (stereo not drawn),-2.6,4.7,0.6,0.7,5.2,13.4,2.5,9.8
c1ccc(-c2nc3ccccc3c3nc4ccccc4n23)cc1,-10.8,0.8,-4.6,-0.1,2.6,5.1,-0.7,-146.9
O=C(CSc1nnc(Nc2ccccc2F)s1)NCC1CCCO1 (stereo not drawn),-3.4,1.8,0.7,0.6,-10.6,-5.8,0.9,3.2
Cc1c(Cl)cccc1NC(=O)CCN1CCCCCC1,-2.4,-0.9,-0.1,-2.4,12.5,6.4,-20.9,26.9
CN(C)c1ccc(C(=S)NC2CCCCC2)cc1,-11.7,57.7,5.4,-8.1,-15.2,5.2,3.7,34.2
CC[C@]12c3[nH]c4ccccc4c3CCN1C(=O)C(CC(=O)NCC13CC4CC(CC(C4)C1)C3)C[C@@H]2C(=O)N1CCN(C(=O)c2ccco2)CC1 (stereo partly drawn),-0.5,21.2,0.7,0.2,-16.1,22.0,0.3,5.4
O=C(CSc1ccccc1C(=O)O)Nc1ccc2c(c1)OCO2,-7.0,-9.3,-8.7,-1.1,-2.8,-14.7,1.4,2.2
CCCCn1c(SCC(=O)Nc2nnc(C)s2)nc2c1c(=O)n(C)c(=O)n2C,15.6,-45.8,10.5,3.6,2.1,-10.5,-0.1,5.0
CC1(C)CC(=O)C(C(N)=NC(=O)c2ccccc2)=C(O)C1,-12.4,7.7,0.2,0.3,0.9,1.2,3.7,13.5
CC(C)Cn1c(N)c(C(=O)COC(=O)c2cccc(Cl)c2)c(=O)n(C)c1=O,4.7,4.5,0.5,-8.1,-9.0,0.8,2.6,11.8
O=C1CCc2ccc(OCCCCN3CCN(c4cccc(Cl)c4Cl)CC3)cc2N1,-2.8,13.0,7.9,5.1,13.3,42.6*,0.3,8.9
O=C(Nc1cccc(F)c1)c1cc(S(=O)(=O)N2CCC3(CC2)OCCO3)ccc1F,·,·,-2.0,-4.2,-3.7,-3.9,·,·
O=C(NCc1ccccc1)c1ccc(CS(=O)(=O)c2ccc(Br)cc2)o1,-5.8,-2.8,2.3,0.0,-12.4,-2.2,2.4,4.5
O=C(O)c1cc(-c2ccc(Cl)cc2)n(-c2cccc(Cl)c2)n1,0.0,-17.2,-3.6,-1.1,18.8,14.2,4.2,11.5
Cc1ccc(S(=O)(=O)N2CCCCC2)cc1NC(=O)CSc1nc(N)cc(=O)[nH]1,-2.1,-27.2,-2.1,5.5,10.6,-4.1,-2.1,2.2
COc1cc(C(=O)NNC(=O)/C=C/c2ccccc2)cc(OC)c1OC,0.3,-12.8,4.4,-6.4,-1.5,4.5,1.8,-6.2
CCN1C(=O)/C(=C2\SC(N3CCOCC3)=NC2=O)c2ccccc21,0.3,9.8,-14.4,-29.8,-18.4,1.2,2.2,17.0
COC(=O)c1cc(-c2ccc(OC)c(OC)c2)c2c(=O)[nH]c(=O)n(C)c2n1,-2.5,-13.2,-5.0,-2.4,-4.6,-1.1,-73.6,-292.8
Cc1ccc(C(=O)Nc2ccc(Nc3ccccc3)cc2)cc1C,3.3,28.5,-2.0,-6.5,-6.8,4.5,0.2,8.3

# Arranged by the number under SENP7 inh (largest number first): four of the compounds above
canonical_smiles | HKDC1 inh | PfG6PD inh | SENP7 inh | SENP6 block | SENP1 FRET inh
CCCCn1c(SCC(=O)Nc2nnc(C)s2)nc2c1c(=O)n(C)c(=O)n2C | 15.6 | -45.8 | 10.5 | 2.1 | -0.1
O=C(NCc1ccco1)/C(=C/C=C/c1ccccc1)NC(=O)c1ccco1 | 1.2 | -5.9 | -1.1 | -4.4 | -10.5
c1ccc(-c2nc3ccccc3c3nc4ccccc4n23)cc1 | -10.8 | 0.8 | -4.6 | 2.6 | -0.7
CC(O)c1nc2ccc(C(=O)O)cc2[nH]1 (stereo not drawn) | -2.6 | 12.9 | -5.8 | -3.1 | 3.6

# Later entries:
SMILES,HKDC1 inh,PfG6PD inh,SENP7 inh,SENP8 block-1,SENP6 block,Apaf1 inhib,SENP1 FRET inh,SENP8 block-2
CC(C)N(C(=O)CSc1ccc(S(=O)(=O)N2CCCCC2)cn1)c1ccccc1,0.8,27.2,-1.8,0.3,8.6,18.1,-1.5,0.8
COc1ccc(C(=O)OCC(=O)c2ccc[nH]2)cc1,-5.6,0.6,-0.3,3.6,20.7,-14.5,-3.3,-4.9
CC(C)c1ccc(N(CC(=O)NN=C2CCN(C)CC2)S(=O)(=O)c2ccccc2)cc1,-10.5,18.3,4.9,-3.2,19.4,12.3,2.1,9.6
CCN(CCCNC(=O)c1cn(CC)c2ccc(S(=O)(=O)N(C)C)cc2c1=O)c1cccc(C)c1,-1.5,23.3,-0.3,6.5,0.3,20.0,0.9,13.5
CCOc1ccc(NS(=O)(=O)c2ccc3c(c2)N(C(C)=O)CCO3)cc1,-2.3,-2.8,11.5,-6.5,0.6,2.3,0.9,16.8
COc1ccc(/C=C/C(=O)Nc2ccc(OC)cc2[N+](=O)[O-])cc1,-9.2,-11.8,6.6,-3.7,-24.6,-0.5,64.1*,24.9
O=C(CN(c1ccc(F)cc1)S(=O)(=O)c1ccccc1)NC1CC2CCC1C2 (stereo not drawn),-3.7,-6.1,-3.4,-6.1,-17.9,8.5,0.8,0.3
COc1ccc(CCC(=O)Nc2ccc(Cl)c(S(=O)(=O)N3CCCC3)c2)cc1,-3.5,14.2,4.3,-0.6,1.2,10.9,-0.2,9.6

# Structures listed above shown as hits in SENP1 FRET inh.
mol	HKDC1 inh	PfG6PD inh	SENP7 inh	SENP6 block	SENP1 FRET inh
COc1ccc(/C=C/C(=O)Nc2ccc(OC)cc2[N+](=O)[O-])cc1	-9.2	-11.8	6.6	-24.6	64.1*
